# Compound activity as filed in PubChem.
# DSG3 Ab inh – blocks pemphigus antibody binding to human desmoglein-3; P32926; DSG3-coupled beads, scFv-anti-DSG3-GFP binding, flow cytometry; hits give low values; binding (percent of control), % at 10 µM; actives 0.48% (n = 310,000); AID 588358;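 active = binding more than 3 SD below its plate's average and above zero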;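 also: hits lower antibody fragment binding to DSG3; some compounds called inactive have numbers as strong as hits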
# MITF act – MITF TRPM1 promoter activation in melanoma cells; SK-MEL-5 TRPM1-promoter luciferase, 24 h; % of positive control, neutral wells = 0; activation, % at 12.5 µM; actives 0.75% (n = 300,000);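 active = mean activation of at least 80% with every replicate also reaching 80%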;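 also: 0% = neutral control wells and 100% = parthenolide positive control wells; values of inactives mirror those of a sister screen read the other way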
# PKA-R2B act – activators of human PKA-R2B complex; activation, % at 11.4 µM; actives 0.079% (n = 340,000); PKA-R2B holoenzyme dissociation, Cy5-IP20 fluorescence polarization; R2B truncated from residue 108, S112A mutant; 0% DMSO only, 100% 113 µM cGMP; P22694+P31323;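 active = activation above a cutoff set at the mean over all compounds plus 3 SD, cut at about 18% in these data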;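 also: higher means more holoenzyme dissociation and a rise in polarization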
# CDK5 p35 inh – inhibitors of human CDK5/p35 kinase | Q00535+Q15078 | Recombinant CDK5/p35, ADP-Glo luminescence, 60 min | inhibition, % at 10 µM | actives 0.01% (n = 330,000);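 active = highest replicate inhibition of at least 50% and at least 75% of replicates reaching 50%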;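 also: plate controls were DMSO neutral control for no effect and GW8510 at 10 µM for full effect; many of its hits are not listed in these tables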
# SR-BI DiI inh – mouse SR-BI HDL lipid transfer inhibition; ldlA[mSR-BI] CHO cells, DiI-HDL uptake fluorescence, 3 h; inhibition, % at 12.5 µM; actives 0.96% (n = 320,000);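 active = mean replicate inhibition of at least 70% and a set share of replicates each scoring 70 or more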;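 also: 0% = median of neutral control wells and 100% = median of positive control wells; values of inactives mirror those of a sister screen read the other way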
# Target sequence (Q61009 whole entry, looked up): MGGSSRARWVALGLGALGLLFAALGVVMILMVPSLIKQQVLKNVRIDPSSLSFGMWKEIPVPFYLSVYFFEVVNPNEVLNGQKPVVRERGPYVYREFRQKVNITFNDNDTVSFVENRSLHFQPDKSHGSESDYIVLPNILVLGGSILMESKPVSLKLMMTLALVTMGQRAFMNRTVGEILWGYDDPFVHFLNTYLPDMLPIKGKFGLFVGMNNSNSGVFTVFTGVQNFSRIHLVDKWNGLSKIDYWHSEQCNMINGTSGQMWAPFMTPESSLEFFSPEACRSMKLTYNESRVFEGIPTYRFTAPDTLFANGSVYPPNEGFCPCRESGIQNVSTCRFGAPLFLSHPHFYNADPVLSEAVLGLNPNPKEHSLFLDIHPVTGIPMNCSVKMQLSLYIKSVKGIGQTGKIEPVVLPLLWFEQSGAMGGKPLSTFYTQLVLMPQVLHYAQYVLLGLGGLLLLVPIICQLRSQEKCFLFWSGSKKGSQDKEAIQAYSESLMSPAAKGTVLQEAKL
# NSD2 HMT inh – NSD2 (human) methyltransferase inhibition; AID 743445; NSD2 peptide methylation, AlphaScreen, 120 min; inhibition, % at 12.5 µM; actives 0.54% (n = 310,000); in the data active = inhibition above about 50%
# SR-BI DiI-HDL act – activators of SR-BI mediated HDL lipid uptake; CHO ldlA[mSR-BI] cells, DiI-HDL uptake fluorescence, 3 h; 100 = double the neutral-control signal; activation, % at 12.5 µM; AID 504775; actives 0.096% (n = 320,000);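 active = mean replicate activation of at least 60% and every replicate at or above 60%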;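 also: 0% = median plate neutral-control signal and 100% = twice that signal; values of inactives mirror those of a sister screen read the other way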
#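 Assay system: LDL receptor-deficient CHO ldlA cells overexpressing murine SR-BI / Medium: BSA-supplemented, HEPES-buffered Ham's F12, pH 7.4 / Probe or stimulus: DiI-labelled HDL at 10 µg/mL final / Timing: compound with DiI-HDL co-incubation, 3 h at 37 °C / Technique: bottom-read cell fluorescence after medium removal, ex 550/em 595 nm / Measure: HDL uptake via cellular fluorescence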
# dFosB activator – activators of mouse delta FosB homodimer. AID 493131. activation, % at 25 µM. purified delta FosB, TAMRA-CDK5 oligo fluorescence polarization; percent of positive-control signal above neutral wells. actives 0.99% (n = 340,000);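 active = mean activation above about 17%, with every replicate also reaching it, limit read from the data, passing the limit was not always enough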;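 also: fluorescence polarization rise as delta FosB binds a TAMRA Cdk5 AP-1 oligo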
# Arr AP2 block – blocks beta-arrestin peptide binding to AP2 adaptin; inhibition, % at 10 µM; AID 504490; FITC-arrestin peptide / GST-AP2 beads, flow cytometry; AP2 beta2 appendage carries R879A mutation; actives 0.31% (n = 340,000);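 active = inhibition above a set limit, near 3 SD of compounds lacking own fluorescence, cut at about 54% in these data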;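 also: plate controls were DMSO wells for no effect and 5 µM unlabelled arrestin peptide for full effect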
#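 Assay system: GST-AP2 R879A bound to glutathione beads, E. coli-expressed; Medium: PBS with 0.05% Tween 20 and 0.1% BSA; Also added: fluorescein-tagged arrestin peptide at 50 nM final; Timing: 12 min plus 1 h, RT; Measured by: flow cytometry, FL1 (488/535 nm); Evaluation: percent drop in bead-associated FITC signal.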
# SUMO Mot1 rescue – blocks SUMOylation pathway, rescuing yeast Mot1-301 growth. growth rescue, % at 18.8 µM. S. cerevisiae Mot1-301 growth rescue, ATP luminescence, 38.5C; percent above DMSO median, 100 means doubled. actives 1% (n = 320,000);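 active = every valid replicate shows activation above 250% relative to neutral control wells; inactive = the rest, any valid replicate at or below 250%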;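 also: OY570 slx delta 5 strain wells were the positive control but not used for scaling; some compounds called inactive have numbers as strong as hits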
# PKA-R1A act – activates the PKA-R1A holoenzyme complex; activation, % at 11.4 µM; P00514+P68181; AID 504707; actives 0.083% (n = 340,000); PKA-R1A dissociation, Cy5-IP20 fluorescence polarization; scaled: DMSO 0%, 113 µM cGMP 100%;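 active = percent activation above the mean of all tested compounds plus 3 SD, cut at about 19% in these data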;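 also: higher means more PKAc released from R1A so a rise in polarization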
# An asterisk follows results filed as active; . = not tested or not shown.
DSG3 Ab inh	PKA-R1A act	MITF act	NSD2 HMT inh	SR-BI DiI inh	SR-BI DiI-HDL act	dFosB activator	PKA-R2B act	CDK5 p35 inh	Arr AP2 block	SUMO Mot1 rescue	Molecule
114	-8	7	1	-8	8	-7	-6	-0.3	8	.	CCOC(=O)C1(CC2CCCCO2)CCN(S(=O)(=O)c2ccsc2)CC1 (configuration not stated)
.	9	.	2	-5	5	-5	-2	3.2	1	29	COc1cccc(CNC(=O)COC(=O)CCc2cc(OC)c(OC)c(OC)c2)c1
96	15	9	0	25	-25	0	1	0.1	-2	0	Cc1nonc1N1CCN(Cc2cn[nH]c2-c2ccc3c(c2)OCO3)CC1
99	-8	1	0	-8	8	-8	3	0.6	3	22	CCOC(=O)c1c(C)nc(C)c(C(=O)OCC)c1-c1ccccc1
117	-6	-78	31	16	-16	-9	-13	1.3	-2	5	CC(NC(=O)CN(c1cccc(C(F)(F)F)c1)S(=O)(=O)c1ccc(Cl)c([N+](=O)[O-])c1)c1ccccc1 (configuration not stated)
103	6	1	.	0	0	-10	8	-1.1	34	-2	CCN(CC(=O)Nc1ccccc1OC)C(=O)CC1CC2CCC1C2 (configuration not stated)
119	4	-7	-2	-26	26	0	-2	-0.5	-11	-7	Cc1ccccc1C(=O)NNC(=S)NC(=O)c1ccc(Cl)cc1Cl
99	-5	0	-3	-36	36	0	1	-1.7	-7	-10	Cc1ccccc1N1CCN(C2CCCN(C(=O)c3ccccn3)C2)CC1 (configuration not stated)
101	-5	-4	.	15	-15	6	2	-2.5	.	-23	CCCCC1=CC2=C(c3ccco3)C(=O)C(C)(OC(=O)c3ccc(OC)cc3)C(=O)C2=CN1C1CC1 (configuration not stated)
103	-9	.	-2	-16	16	-1	-6	1.2	-4	-8	O=C(c1ccc(N2CCOCC2)cc1)c1cccs1
102	-4	3	-2	-2	2	-9	0	0.2	9	-16	O=C(O)c1cc(-c2cccc(Cl)c2)nc2nc(N3CCCCC3)sc12
110	9	.	0	31	-31	-14	0	-0.5	7	-4	CCc1nc(N2CCN(C(C)=O)CC2)c2c3c(sc2n1)CC(C(C)(C)C)CC3 (configuration not stated)
100	-5	109*	34	-32	32	2	-6	-0.2	11	.	Cc1ccc(CSc2ccc(-c3cccs3)nn2)cc1
112	-2	-3	27	-9	9	-8	-2	0.1	-12	13	COc1cc(C(=O)NCC(c2ccco2)N2CCc3ccccc3C2)cc(OC)c1OC (configuration not stated)
96	-7	4	3	3	-3	-3	1	1.1	27	-2	COC(=O)C1=C(C)N=C2SC(C)C(=O)N2C1c1ccc(C(=O)OC)cc1 (configuration not stated)
93	6	5	8	-15	15	-5	-1	-0.9	-5	1	CCCc1c(O)nc(SCCN(CC)CC)n(C(=O)c2ccccc2)c1=O
95	-6	5	-2	.	.	3	4	-0.7	24	-10	CN(CC(=O)Nc1ccccc1Br)C(=O)c1cccc([N+](=O)[O-])c1
90	-7	6	-1	-16	16	-6	-7	1.0	8	1	CCOc1ccc(C2Nc3ccccc3C(CC)(CC)O2)cc1 (configuration not stated)
98	-12	12	-3	7	-7	-5	-1	0.5	-7	11	Cc1[nH]nc(NCCO)c1[N+](=O)[O-]
83	4	5	-6	73*	-73	-3	-10	0.7	0	1	Cc1cccc(-n2c(N)c(-c3nc4ccccc4n3C)c3nc4ccccc4nc32)c1

# Printed as active in SR-BI DiI inh, among the entries above:
DSG3 Ab inh	PKA-R1A act	MITF act	NSD2 HMT inh	SR-BI DiI inh	SR-BI DiI-HDL act	dFosB activator	PKA-R2B act	CDK5 p35 inh	Arr AP2 block	SUMO Mot1 rescue	Molecule
83	4	5	-6	73*	-73	-3	-10	0.7	0	1	Cc1cccc(-n2c(N)c(-c3nc4ccccc4n3C)c3nc4ccccc4nc32)c1

# Shown with bars between the fields: part of the list above.
molecule | DSG3 Ab inh | PKA-R1A act | MITF act | NSD2 HMT inh | SR-BI DiI inh | SR-BI DiI-HDL act | dFosB activator | PKA-R2B act | CDK5 p35 inh | Arr AP2 block | SUMO Mot1 rescue
CCCCC1=CC2=C(c3ccco3)C(=O)C(C)(OC(=O)c3ccc(OC)cc3)C(=O)C2=CN1C1CC1 (configuration not stated) | 101 | -5 | -4 | . | 15 | -15 | 6 | 2 | -2.5 | . | -23
O=C(c1ccc(N2CCOCC2)cc1)c1cccs1 | 103 | -9 | . | -2 | -16 | 16 | -1 | -6 | 1.2 | -4 | -8
O=C(O)c1cc(-c2cccc(Cl)c2)nc2nc(N3CCCCC3)sc12 | 102 | -4 | 3 | -2 | -2 | 2 | -9 | 0 | 0.2 | 9 | -16
CCc1nc(N2CCN(C(C)=O)CC2)c2c3c(sc2n1)CC(C(C)(C)C)CC3 (configuration not stated) | 110 | 9 | . | 0 | 31 | -31 | -14 | 0 | -0.5 | 7 | -4
Cc1ccc(CSc2ccc(-c3cccs3)nn2)cc1 | 100 | -5 | 109* | 34 | -32 | 32 | 2 | -6 | -0.2 | 11 | .
COc1cc(C(=O)NCC(c2ccco2)N2CCc3ccccc3C2)cc(OC)c1OC (configuration not stated) | 112 | -2 | -3 | 27 | -9 | 9 | -8 | -2 | 0.1 | -12 | 13
COC(=O)C1=C(C)N=C2SC(C)C(=O)N2C1c1ccc(C(=O)OC)cc1 (configuration not stated) | 96 | -7 | 4 | 3 | 3 | -3 | -3 | 1 | 1.1 | 27 | -2
CCCc1c(O)nc(SCCN(CC)CC)n(C(=O)c2ccccc2)c1=O | 93 | 6 | 5 | 8 | -15 | 15 | -5 | -1 | -0.9 | -5 | 1
CN(CC(=O)Nc1ccccc1Br)C(=O)c1cccc([N+](=O)[O-])c1 | 95 | -6 | 5 | -2 | . | . | 3 | 4 | -0.7 | 24 | -10
CCOc1ccc(C2Nc3ccccc3C(CC)(CC)O2)cc1 (configuration not stated) | 90 | -7 | 6 | -1 | -16 | 16 | -6 | -7 | 1.0 | 8 | 1
Cc1[nH]nc(NCCO)c1[N+](=O)[O-] | 98 | -12 | 12 | -3 | 7 | -7 | -5 | -1 | 0.5 | -7 | 11
Cc1cccc(-n2c(N)c(-c3nc4ccccc4n3C)c3nc4ccccc4nc32)c1 | 83 | 4 | 5 | -6 | 73* | -73 | -3 | -10 | 0.7 | 0 | 1
